Pemphigus Ab inh: human desmoglein-3 autoantibody binding inhibition | DSG3-coupled beads, scFv-anti-DSG3-GFP binding, flow cytometry; stronger effect = lower value | binding (percent of control), % at 10 µM | AID 588358 | P32926 | 310,000 tested, 0.48% active;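 active means binding more than 3 SD below its plate's average and above zero; inconclusive means below that plate limit but binding exactly zero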;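 further: hits lower antibody fragment binding to DSG3; some compounds called inactive have numbers as strong as hits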
E coli growth: counter-screen for AddAB inhibitors: E. coli growth inhibition. E. coli V3065 growth, OD600 absorbance, 18 h. 330,000 tested, 0.27% active. inhibition, % at 11.9 µM;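 active means inhibition above the campaign's mean inhibition across all tested compounds plus 3 SD, cut at about 9.9% in these data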;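 further: uninfected addAB+ strain grown without phage in ampicillin broth; 0% = DMSO wells and 100% = ciprofloxacin 0.95 µg/ml wells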
phage Ecoli inh: E. coli growth loss with phage present; growth absorbance; inhibition, % at 11.9 µM; 360,000 tested, 0.26% active; in the data active means inhibition above about 11%
OPRM1-OPRD1 ag: agonists of human mu-delta opioid receptor heterodimerization; activation, % at 9.3 µM; 340,000 tested, 0.3% active; P35372+P41143; cells, OPRM1-OPRD1 heterodimerization, luminescence; AID 504326; in the data active means activation above about 18%;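 further: 0% = vehicle-treated cells and 100% = reference agonist; values of inactives mirror those of a sister screen read the other way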
Target sequence (P35372 whole entry, looked up): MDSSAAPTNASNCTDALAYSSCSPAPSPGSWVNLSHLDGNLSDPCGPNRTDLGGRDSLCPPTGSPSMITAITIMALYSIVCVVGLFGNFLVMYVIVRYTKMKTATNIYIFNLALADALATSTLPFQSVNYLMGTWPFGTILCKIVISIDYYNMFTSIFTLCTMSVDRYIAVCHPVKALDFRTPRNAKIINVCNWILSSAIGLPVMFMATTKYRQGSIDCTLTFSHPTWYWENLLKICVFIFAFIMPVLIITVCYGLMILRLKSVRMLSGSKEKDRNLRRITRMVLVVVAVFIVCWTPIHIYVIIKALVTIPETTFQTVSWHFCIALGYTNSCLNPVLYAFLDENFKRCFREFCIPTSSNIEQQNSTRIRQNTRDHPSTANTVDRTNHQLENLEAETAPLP
Target sequence (P41143 whole entry, looked up): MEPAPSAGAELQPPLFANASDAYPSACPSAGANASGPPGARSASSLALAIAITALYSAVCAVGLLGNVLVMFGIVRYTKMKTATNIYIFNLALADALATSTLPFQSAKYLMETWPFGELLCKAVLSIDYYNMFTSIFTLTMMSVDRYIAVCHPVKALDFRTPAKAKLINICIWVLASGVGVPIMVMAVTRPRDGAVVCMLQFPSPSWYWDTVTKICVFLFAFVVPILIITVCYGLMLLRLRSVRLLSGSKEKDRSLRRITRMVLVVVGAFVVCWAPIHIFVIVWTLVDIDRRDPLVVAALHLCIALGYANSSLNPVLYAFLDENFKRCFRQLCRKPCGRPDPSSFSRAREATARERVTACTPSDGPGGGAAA
Arr AP2 block: human beta-arrestin and AP2 interaction inhibition. FITC-arrestin peptide / GST-AP2 beads, flow cytometry; AP2 beta2 appendage carries R879A mutation. 340,000 tested, 0.31% active. inhibition, % at 10 µM. AID 504490;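 active means inhibition above a set limit, near 3 SD of compounds lacking own fluorescence, cut at about 54% in these data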;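 further: plate controls were DMSO wells for no effect and 5 µM unlabelled arrestin peptide for full effect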
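test system = AP2 appendage R879A on GSH beads | buffer or medium = PBS plus Tween 20 (0.05%) and BSA (0.1%) | incubation = 12 min plus 1 h, RT | detection = bead flow cytometry, FITC channel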
Tat transport: E. coli Tat transport inhibition | E. coli MC4100 TorA-mCherry Tat export, fluorescence | inhibition, % at 10 µM | 340,000 tested, 0.036% active | AID 488895;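 active means mean replicate inhibition at least 50% and at least half of replicates individually reaching 50%; inconclusive means only one of the two criteria met; inactive means neither criterion met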;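 further: exported cargo escapes ClpAP degradation while cytoplasmic cargo is degraded and loses fluorescence; 0% = median of neutral control wells and 100% = median of NaSCN control wells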
AddAB inh: less growth of phage-infected E. coli with AddAB. E. coli expressing H. pylori AddAB, absorbance growth. inhibition, % at 11.9 µM. 330,000 tested, 0.29% active; in the data active means inhibition above about 12%;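 further: 0% = vehicle wells of infected cells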
SUMO Mot1 rescue: inhibitors of SUMOylation pathway: yeast Mot1-301 growth rescue. S. cerevisiae Mot1-301 growth rescue, ATP luminescence, 38.5C; percent above DMSO median, 100 means doubled. growth rescue, % at 18.8 µM. 320,000 tested, 1% active. AID 2716;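 active means every valid replicate shows activation above 250% relative to neutral control wells; inactive means the rest, any valid replicate at or below 250%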;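 further: OY570 slx delta 5 strain wells were the positive control but not used for scaling; some compounds called inactive have numbers as strong as hits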
PKA-R1A activ: activates the PKA-R1A holoenzyme complex; PKA-R1A dissociation, Cy5-IP20 fluorescence polarization; scaled: DMSO 0%, 113 µM cGMP 100%; activation, % at 11.4 µM; 340,000 tested, 0.083% active;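 active means percent activation above the mean of all tested compounds plus 3 SD, cut at about 19% in these data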;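 further: higher means more PKAc released from R1A so a rise in polarization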
PfHsp90 set2: reduces growth (ATP signal) of yeast expressing P. falciparum Hsp90. S. cerevisiae expressing PfHsp90, BacTiter-Glo ATP, 48 h; yeast lacking PDR1 and PDR3 efflux regulators. inhibition, % at 9.4 µM. 310,000 tested, 0.32% active. AID 504621;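 active means every replicate shows inhibition above about 80%, whatever the replicate mean, limit read from the data; inconclusive means mean inhibition reaches the set limit but some replicate falls short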;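 further: 0% = DMSO neutral controls and 100% = 20 µM radicicol positive controls; yeast relying on Plasmodium falciparum Hsp90 in place of its own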
MOR-DOR inv ag: inverse agonist of human OPRM1-OPRD1 heterodimerization; P35372+P41143; cell-based MOR-DOR heterodimer luminescence, inverse agonism; 340,000 tested, 0.21% active; AID 504357; inhibition, % at 9.3 µM; in the data active means inhibition above about 22%, passing the limit was not always enough;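 further: 0% = cells with DMSO and 100% = wells without cells with DMSO; values of inactives mirror those of a sister screen read the other way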
Starred values were filed as active, the others as inactive; ? = inconclusive; / = no result given.

entry	Molecule	Pemphigus Ab inh	E coli growth	phage Ecoli inh	OPRM1-OPRD1 ag	Arr AP2 block	Tat transport
1	CCOc1ccc(S(=O)(=O)N(C)CC(=O)N2CCN(CC)CC2)cc1	/	-1.6	2.0	-1.6	-12	-3
2	Cc1ccc(NC(=O)CSc2nc3ccccc3c(=O)n2Cc2cccs2)cc1	120	3.4	3.4	-2.6	8	4
3	CCn1c(C)nc2cc(C(=O)NNC(=S)Nc3ccc(F)cc3)ccc21	101	4.1	4.0	-3.5	44	-4
4	COc1cc(OC)cc(-c2c(C#Cc3ccsc3)c3cc(-c4ccc(CN5CCOCC5)cc4)ccc3n2C)c1	103	-1.3	3.4	-1.0	24	0
5	COc1ccc(N2C(=O)C(O)C2c2ccc(C)cc2)cc1 (stereo not drawn)	103	2.7	3.4	-1.2	-6	0
6	O=C(C[n+]1cccc(CNC(=O)c2ccc(OC(F)F)cc2)c1)Nc1cc(C(F)(F)F)ccc1Cl	/	-2.7	0.8	-0.7	4	11
7	CCOC(=O)c1ccc(S(=O)(=O)NNc2ccc(C(F)(F)F)cn2)cc1	/	0.2	-0.6	2.8	51	1
8	Oc1ccc(C[C@H]2CNC(=S)N2CC2CCCN2C[C@H](Cc2ccc(O)cc2)N2C[C@H](Cc3ccc(O)cc3)N(CC3CCCCC3)C2=S)cc1 (stereo partly drawn)	114	/	4.4	-0.9	-3	3
9	CCCSc1ccc([C@@H]2[C@H]3C(=O)N(CC)C(=O)[C@H]3[C@]3(C(=O)OC)CCCN23)cc1OC	106	-1.3	0.2	-1.9	0	-3
10	CCN(CC(=O)NCc1ccc(F)cc1)C(=O)c1ccc(Cl)cc1	109	2.2	0.0	-2.6	-15	-7
11	CCOC(=O)Cn1c(=O)c(F)cn(Cc2ccc(OC)c([N+](=O)[O-])c2)c1=O	104	/	-2.9	-2.5	-19	-4
12	Cc1ccc(C(=O)N2CCOCC2)c(F)c1F	99	4.3	1.1	-2.4	9	14

entry	AddAB inh	SUMO Mot1 rescue	PKA-R1A activ	PfHsp90 set2	MOR-DOR inv ag
1	1.9	-34	3	11	11
2	3.4	36	5	-30	14
3	-2.1	6	3	-2	19
4	-0.2	-7	1	-10	6
5	-0.2	-7	7	-8	7
6	0.9	-25	-5	11	4
7	3.7	3	-5	10	-11
8	/	/	-7	30	4
9	2.9	-1	8	-15	10
10	-1.7	200	9	1	13
11	/	45	3	4	14
12	2.5	0	-4	-2	12

Next section, starting with the last 4 of the part before.
entry	Molecule	Pemphigus Ab inh	E coli growth	phage Ecoli inh	OPRM1-OPRD1 ag	Arr AP2 block	Tat transport
9	CCCSc1ccc([C@@H]2[C@H]3C(=O)N(CC)C(=O)[C@H]3[C@]3(C(=O)OC)CCCN23)cc1OC	106	-1.3	0.2	-1.9	0	-3
10	CCN(CC(=O)NCc1ccc(F)cc1)C(=O)c1ccc(Cl)cc1	109	2.2	0.0	-2.6	-15	-7
11	CCOC(=O)Cn1c(=O)c(F)cn(Cc2ccc(OC)c([N+](=O)[O-])c2)c1=O	104	/	-2.9	-2.5	-19	-4
12	Cc1ccc(C(=O)N2CCOCC2)c(F)c1F	99	4.3	1.1	-2.4	9	14
13	CCOC(=O)NC(NC(=S)Nc1ccccc1[N+](=O)[O-])C(Cl)(Cl)Cl (stereo not drawn)	121	0.4	-1.0	-4.5	-10	5
14	O=C(NNC(=O)C12CC3CC(CC(C3)C1)C2)c1ccccc1[N+](=O)[O-]	/	0.1	1.8	1.4	33	3
15	O=c1c2sccc2nc(SCc2ccc([N+](=O)[O-])cc2)n1Cc1ccccn1	103	-0.6	1.7	-0.4	1	8
16	Cc1nc2cc(NC(=O)CSc3nc4c(C)cccc4cc3C#N)ccc2s1	97	2.4	3.1	-2.4	11	-5
17	CCC1COC(c2cccn2Cc2ccc(Cl)cc2)=N1 (stereo not drawn)	97	-3.0	2.9	7.5	-3	7
18	Cc1ccc(C2CCN(C(=O)Nc3ccc(F)cc3)C2)cc1 (stereo not drawn)	91	0.4	2.9	-2.6	11	-2
19	O=S(=O)(c1ccc(F)cc1)n1ccc2cccnc21	101	4.4	1.4	-2.6	-4	1
20	Cc1csc(SCC(=O)Nc2cccc(S(=O)(=O)N3CCOCC3)c2)n1	116	-2.5	3.0	-1.9	5	-14
21	O=C(Nc1cccc(C(=O)O)c1)/C(=C/c1ccc2c(c1)OCO2)NC(=O)c1cccc(Br)c1	98	-3.5	1.2	0.9	44	4
22	Cc1cccc(-c2nc(CS(=O)CC(=O)NC3CCCCC3)c(C)o2)c1 (stereo not drawn)	91	-0.8	0.5	-1.7	-8	2
23	CCCC(=O)Nc1ccc(S(=O)(=O)N2CCCC2)cc1	110	-0.4	-1.1	0.3	7	-4
24	Cc1nc(-c2ccc(F)cc2)c(CC(=O)N(C)CC(=O)Nc2ccccc2Cl)s1	116	-2.0	1.5	-1.9	4	-1

entry	AddAB inh	SUMO Mot1 rescue	PKA-R1A activ	PfHsp90 set2	MOR-DOR inv ag
9	2.9	-1	8	-15	10
10	-1.7	200	9	1	13
11	/	45	3	4	14
12	2.5	0	-4	-2	12
13	-5.0	-28	1	16	21
14	2.6	-9	-1	-40	-10
15	0.0	64	-2	-33	2
16	-0.2	6	-12	-2	13
17	2.5	39	-13	-10	-54
18	1.3	9	-4	-3	14
19	2.5	14	-1	/	15
20	-0.3	-1	-7	/	9
21	0.9	42	-8	-11	-5
22	1.5	3	-5	14	9
23	-0.5	-13	2	1	-2
24	1.3	225	-6	6	11

The list goes on.
entry	Molecule	Pemphigus Ab inh	E coli growth	phage Ecoli inh	OPRM1-OPRD1 ag	Arr AP2 block	Tat transport
25	Cc1[nH]c(C)c(S(=O)(=O)N2CCN(c3ccccc3F)CC2)c1C(=O)N1CCCC1	104	1.9	0.2	-1.1	-1	-10
26	CCOC(=O)c1ccc2c(c1)nc(COc1ccc3ccccc3c1)n2CC	100	0.8	2.4	-0.6	1	6
27	COc1ccccc1NC(=S)N1CCOCC1	106	-1.3	3.4	-0.1	-3	-8
28	Cc1csc(SC(C)C(=O)NCC2CCCO2)n1 (stereo not drawn)	99	1.5	3.5	3.8	0	-2
29	CCOP(=O)(OCC)c1nc(-c2cccc3ccccc23)oc1NCc1ccc(OC)cc1	95	-1.9	-0.2	2.0	16	12
30	COc1cc(C)c(Cl)cc1S(=O)(=O)NCCCN1CCOCC1	104	0.3	1.8	1.4	0	30
31	O=C1/C(=C\c2ccccc2)CCC/C1=C/c1ccccc1	94	/	2.0	5.2	2	3
32	O=C(CCCn1c(=O)oc2ccccc21)N1CCN(c2ccc(F)cc2)CC1	83	-1.2	0.3	-2.5	3	-2
33	CCOC(=O)C(C)n1cnc2c1c(=O)[nH]c(=O)n2C (stereo not drawn)	108	-2.2	0.5	1.5	9	-2
34	CC(C)Oc1cccc(C(=O)C2CCCN(Cc3cccn3-c3ccccn3)C2)c1 (stereo not drawn)	109	0.2	-0.1	-3.5	-2	-7
35	CC(=O)NCCc1ccc(S(=O)(=O)Nc2cccnc2)cc1	121	-0.7	-0.8	-2.4	-10	-6
36	CCOc1ccccc1N(C)S(=O)(=O)c1ccc2c(c1)CC(C)N2C(=O)C1CC1 (stereo not drawn)	103	-2.0	-0.5	-3.5	16	8

entry	AddAB inh	SUMO Mot1 rescue	PKA-R1A activ	PfHsp90 set2	MOR-DOR inv ag
25	2.1	-1	-4	31	6
26	0.5	1	2	/	3
27	-0.2	-14	5	-12	0
28	-0.5	3	-9	/	-24
29	1.1	-15	-3	7	-10
30	0.2	5	-6	18	-7
31	/	/	-3	-30	-27
32	-2.3	-15	-9	10	13
33	-1.1	-3	-1	-13	-9
34	1.9	1	-13	14	16
35	1.1	409	-4	5	14
36	3.9	156	3	11	18

Continuation.
entry	Molecule	Pemphigus Ab inh	E coli growth	phage Ecoli inh	OPRM1-OPRD1 ag	Arr AP2 block	Tat transport
37	COc1cccc(CNC(=O)CSc2nc3ccc(C)cc3[nH]2)c1	87	1.6	1.4	-1.8	25	-1
38	COc1cccc(COC(=O)C2CC(=O)N(Cc3ccco3)C2)c1OC (stereo not drawn)	90	1.8	1.1	-2.3	-5	?
39	Cc1cccc(C(=O)NC(=S)Nc2c(C)n(C)n(-c3ccccc3)c2=O)c1	237	-0.6	3.5	-0.1	25	-2
40	COc1ccc([C@H]2CC(=O)C=C(c3ccc(C(=O)O)cc3)C2)cc1OC	105	-0.8	2.2	0.1	5	2
41	Cc1ccc(Cl)cc1NC(=O)C(NS(=O)(=O)c1cccs1)c1ccccc1 (stereo not drawn)	101	-1.1	1.9	-2.8	7	-6
42	O=C(COc1ccccc1)Nc1ccccc1N1CCN(c2ccccc2)CC1	125	0.2	1.0	-1.7	-10	4
43	CCOc1ccc(S(=O)(=O)Nc2ccc(S(=O)(=O)N3CCOCC3)cc2)cc1	105	-1.6	1.9	-1.5	-4	-3
44	CCC(C(=O)Nc1ccc(S(=O)(=O)N(C)C2CCN(C)CC2)cc1)c1ccccc1 (stereo not drawn)	106	0.5	-1.6	-3.9	15	-2
45	COc1ccc(-c2ccc(SCC(=O)N3CC(=O)Nc4ccccc43)nn2)cc1	91	-1.6	2.4	2.6	-6	0
46	COc1ccc(/C=C/c2c(-c3ccccc3OC)sc3ccccc23)cc1OC	96	-0.8	3.1	-0.9	-9	-1
47	CN(CC(=O)NCc1ccco1)C(=O)C1CC(=O)N(c2ccc3c(c2)OCCO3)C1 (stereo not drawn)	108	-2.2	-2.6	-0.2	15	-20
48	COc1ccccc1/C=C/C=N/n1c(-c2ccc(Cl)cc2)n[nH]c1=S	111	3.9	3.0	/	-14	/
49	O=C(Nc1cc(F)cc(F)c1)c1ccc(NCCCN2CCCCCC2)c([N+](=O)[O-])c1	83	-1.0	0.1	-2.6	11	4
50	O=C(NNC1CC(=O)N(c2ccc(Br)cc2)C1=O)c1cccnc1 (stereo not drawn)	95	0.9	5.9	-3.1	-10	7
51	O=C(CSc1ncnc2sc3c(c12)CCCC3)NC1CCS(=O)(=O)C1 (stereo not drawn)	103	1.1	0.6	-3.6	5	-6

entry	AddAB inh	SUMO Mot1 rescue	PKA-R1A activ	PfHsp90 set2	MOR-DOR inv ag
37	-1.9	-6	2	2	10
38	2.3	-25	-13	15	12
39	0.1	15	-2	10	1
40	1.2	36	0	/	-1
41	3.0	4	-5	-10	14
42	3.7	-4	2	12	8
43	0.9	-3	6	/	7
44	1.8	1	-2	10	16
45	2.2	0	12	-9	-21
46	1.2	11	-6	-15	5
47	-0.9	-2	-3	-11	1
48	4.5	-1	/	/	/
49	1.1	8	-2	-3	12
50	-0.7	-6	-4	13	16
51	1.3	13	-13	-17	15

Assay outcomes: PubChem, several laboratories
